Bioassay records from PubChem BioAssay.
Dicer inh: blocks human Dicer maturation of pre-miR-21. hit rate 6% among 47,000. Q9UPY3. z-score at 25 µM. cat-ELCCA pre-miR-21 Dicer processing, chemiluminescence; stronger effect = higher value. AID 1347074; in the data active = z-score above about 3, passing the limit was not always enough;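 also: plate controls were vehicle for no effect and no enzyme for full effect; higher signal means more uncleaved substrate so more Dicer inhibition; strong numbers were not always called active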
Target sequence (Q9UPY3 whole entry, looked up): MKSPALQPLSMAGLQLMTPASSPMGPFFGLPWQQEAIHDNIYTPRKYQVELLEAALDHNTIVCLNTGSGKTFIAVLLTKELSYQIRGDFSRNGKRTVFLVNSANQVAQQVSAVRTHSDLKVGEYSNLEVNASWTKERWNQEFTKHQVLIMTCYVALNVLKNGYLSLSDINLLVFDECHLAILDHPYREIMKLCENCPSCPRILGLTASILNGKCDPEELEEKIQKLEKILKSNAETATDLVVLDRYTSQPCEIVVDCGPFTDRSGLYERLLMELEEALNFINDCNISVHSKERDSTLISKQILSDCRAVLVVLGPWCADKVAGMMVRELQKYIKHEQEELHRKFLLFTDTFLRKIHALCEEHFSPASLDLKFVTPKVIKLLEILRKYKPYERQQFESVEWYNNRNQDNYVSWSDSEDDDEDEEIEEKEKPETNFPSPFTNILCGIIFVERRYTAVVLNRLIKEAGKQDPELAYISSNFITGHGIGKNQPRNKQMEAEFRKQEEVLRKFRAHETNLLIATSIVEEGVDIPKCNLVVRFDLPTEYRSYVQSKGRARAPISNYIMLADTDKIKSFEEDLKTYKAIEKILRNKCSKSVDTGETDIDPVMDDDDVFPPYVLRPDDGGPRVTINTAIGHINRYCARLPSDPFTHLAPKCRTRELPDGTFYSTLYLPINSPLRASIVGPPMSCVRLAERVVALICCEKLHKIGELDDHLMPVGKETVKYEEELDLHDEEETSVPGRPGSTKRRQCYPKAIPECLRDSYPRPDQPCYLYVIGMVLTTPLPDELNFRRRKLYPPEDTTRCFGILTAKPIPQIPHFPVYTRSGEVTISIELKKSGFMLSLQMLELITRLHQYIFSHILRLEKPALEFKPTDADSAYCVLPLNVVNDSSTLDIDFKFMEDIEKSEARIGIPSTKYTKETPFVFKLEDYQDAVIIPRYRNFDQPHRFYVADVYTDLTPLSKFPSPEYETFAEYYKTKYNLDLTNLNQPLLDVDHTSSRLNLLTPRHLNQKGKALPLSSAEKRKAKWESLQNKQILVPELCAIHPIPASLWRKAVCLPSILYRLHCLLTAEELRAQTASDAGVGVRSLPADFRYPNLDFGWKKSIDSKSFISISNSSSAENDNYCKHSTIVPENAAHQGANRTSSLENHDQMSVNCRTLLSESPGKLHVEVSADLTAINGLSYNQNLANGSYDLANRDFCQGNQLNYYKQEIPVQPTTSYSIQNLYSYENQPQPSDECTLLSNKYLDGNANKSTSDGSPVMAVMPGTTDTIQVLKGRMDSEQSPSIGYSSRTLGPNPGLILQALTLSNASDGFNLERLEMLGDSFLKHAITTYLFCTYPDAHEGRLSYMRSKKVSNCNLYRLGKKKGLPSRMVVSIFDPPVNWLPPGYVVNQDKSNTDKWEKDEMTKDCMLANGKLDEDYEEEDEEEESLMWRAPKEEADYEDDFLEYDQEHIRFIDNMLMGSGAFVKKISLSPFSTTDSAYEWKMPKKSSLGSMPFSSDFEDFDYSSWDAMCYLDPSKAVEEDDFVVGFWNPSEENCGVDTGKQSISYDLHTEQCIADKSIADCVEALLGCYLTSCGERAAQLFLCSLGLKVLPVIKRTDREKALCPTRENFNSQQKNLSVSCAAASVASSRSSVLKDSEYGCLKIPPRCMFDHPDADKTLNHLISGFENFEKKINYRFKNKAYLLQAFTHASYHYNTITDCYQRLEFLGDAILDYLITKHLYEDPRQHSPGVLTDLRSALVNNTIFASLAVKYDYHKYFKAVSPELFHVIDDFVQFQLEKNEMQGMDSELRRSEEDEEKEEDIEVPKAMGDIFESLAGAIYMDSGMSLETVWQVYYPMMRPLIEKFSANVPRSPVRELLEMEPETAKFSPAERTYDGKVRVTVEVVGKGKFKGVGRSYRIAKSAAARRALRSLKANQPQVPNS
* hit, by the source's call. These rows are one share of the data. The share of hits here may be higher or lower than overall.

molecule,Dicer inh
Fc1cccc(Cl)c1-c1nnc2ccc3ccccc3n12,0.83
O=C(CN1CCOCC1)N1c2ccccc2CCc2ccccc21,2.6
CCOC(=O)C(=CNc1cc(C(F)(F)F)ccc1NCCc1ccccc1)C(=O)OCC,-0.02
O=C(NC(=S)NCCc1ccccn1)c1ccccc1,3.1*
COc1ccc(-c2csc(Nc3ccc(N(C)C)cc3)n2)cc1,0.27
Cn1c(=O)n(C)c2cc(S(=O)(=O)Nc3ccc(C(=O)O)cc3)ccc21,0.33
O=C(Cn1cnc2sc3c(c2c1=O)CCCC3)c1ccc(Br)cc1,0.05
CCCN1CN=C(NS(=O)(=O)c2ccc(C)cc2)NC1,0.67

(more compounds)
molecule,Dicer inh
CCOc1ccccc1-c1c(C#N)c(N)nc2c1CCCCC2,1.1
Cc1csc(NC(=O)Nc2ccc(OCc3ccccc3)cc2)c1-c1nc2ccccc2s1,1.8
CC1=C(C(=O)OCc2ccccc2)C(c2ccncc2)C2=C(CC(c3ccccc3)CC2=O)N1 (configuration not stated),-0.63
CN(C)c1ccc(NC(=O)c2cc3n(n2)C(C(F)(F)F)CC(c2ccco2)N3)cc1 (configuration not stated),1.6
Cc1nn(C)c2sc(C(=O)NN)cc12,-0.22
C=CCOC(=O)C1=C(C)NC2=C(C(=O)CCC2)C1c1cc(Br)c(O)c(OCC)c1 (configuration not stated),2.7
NC(=O)C1CCN(C(=O)C2CCN(S(=O)(=O)c3ccccc3)CC2)CC1,0.07
CSCc1ccc(C(=O)Nc2ccc(C)cc2O)cc1,2.6

(more compounds)
molecule,Dicer inh
COc1ccc2cc(-c3ccno3)ccc2c1,-1.3
NC1=NC(c2ccccc2)n2c(nc(=O)c3ccccc32)N1 (configuration not stated),0.21
O=C(Cc1ccccc1)O/N=C/c1ccc2c(c1)OCO2,-0.74
O=C(c1cccc2c1-c1ccccc1C2)N1CCCCC1,0.58
COC(=O)CSC1=C(C#N)C(c2ccccc2Cl)CC(=O)N1 (configuration not stated),-0.02
CN/C(=C\[N+](=O)[O-])NCCSCc1ccc(CN(C)C)o1,-1.5
CN(C)C(=O)n1c(SCc2ccccc2)nnc1-c1ccc(C(C)(C)C)cc1,1.7
O=C(Nc1ccc2c(c1)OCCO2)c1cccc(C(=O)Nc2ccc3c(c2)OCCO3)n1,-0.09

Next section:
molecule,Dicer inh
O=C1CC(C(F)(F)F)=Nc2ccccc2N1,0.7
COc1ccccc1C1C2=C(Nc3c1c(=O)[nH]c(=O)n3C)c1ccccc1C2=O (configuration not stated),-0.58
CCOC(=O)c1cc(-c2ccnn2S(=O)(=O)c2cccc(C(F)(F)F)c2)on1,1.1
Cc1onc(-c2c(F)cccc2Cl)c1C(=O)OCn1nnc2ccccc2c1=O,-0.18
O=c1c(-c2cc(F)ccc2F)c(O)nc2n1CCCC2,0.93
O=C(c1ccc(Cl)cc1)c1cnc2ccccc2c1-c1ccccc1,-0.61
CC1CC(NC(=O)/C(C#N)=C/c2ccc[nH]2)CC(C)(C)C1 (configuration not stated),2.3
N#CC1(c2ccccc2)N=C2C=CC=CN2N=C1c1ccccc1 (configuration not stated),-0.1

Additional compounds follow.
molecule,Dicer inh
CCOC(=O)c1c(N2C(=O)CC(Sc3ccccc3C(=O)O)C2=O)sc2c1CCCC2 (configuration not stated),0.92
O=C(NNC(=O)c1ccc(C(F)(F)F)cc1)NC(=O)c1ccccc1Cl,0.8
CC(C)(C)SCCNc1nc(Sc2ccc(Cl)cc2)nc(N2CCSCC2)n1,1.2
Cc1c(C(=O)OC(C)C)c2cc(NS(C)(=O)=O)ccc2n1S(C)(=O)=O,0
CCCCNc1c(C(=O)OCC)c(C)nc2c1cnn2CC,-0.15
O=C(c1csc(-c2ccc3c(c2)CCO3)n1)N1CCN(C2c3ccccc3-c3ccccc32)CC1,3.8
O=C(O)CSCC(=O)Nc1nc(-c2ccc(F)c(F)c2)cs1,-0.26
CN(C)S(=O)(=O)c1cccc(-c2cn3cc(Cl)ccc3n2)c1,-0.59

Additional entries
molecule,Dicer inh
COc1ccc(-c2cc(-c3ccccc3)nc3ncnn23)cc1,0.53
CC1(c2ccc(OS(=O)(=O)c3ccc(Cl)cc3)cc2)SCCS1,-0.76
CC(=O)C(Sc1ncccn1)C(C)=O,2
O=C(NNc1c(Cl)cccc1Cl)c1c(F)cccc1Cl,-0.94
Cc1nc(-c2ccc(Cl)cc2)nc2sc(C(=O)c3ccccc3)c(C)c12,2.1
O=C(CCCCCN1CCN(c2ccccc2-c2ccccc2)CC1)NC1CCCc2ccccc21 (configuration not stated),0.51
COc1ccc(C2/C(=C(\O)c3ccc(C)cc3)C(=O)C(=O)N2CCCn2ccnc2)cc1 (configuration not stated),-0.25
CCN(CC)c1ccc(C2C(C(=O)OC(C)C)=C(C)NC3=C2C(=O)CCC3)cc1 (configuration not stated),-1.2

Next compounds.
molecule,Dicer inh
CCc1cccc(N(C)C(N)=Nc2cccc3ccccc23)c1,0.56
O=C(Nc1ccc(OC(F)(F)F)cc1)Nc1cncc(C(F)(F)F)c1,-0.05
C=CCn1c(N)c(C(N)=O)sc1=S,-0.9
Clc1cccc(Cl)c1CO/N=C1\CSCc2ccccc21,-1.8
COc1ccc(N=C2NC(=O)C(CO)(CO)S2)cc1,1.4
COc1cc(CCCCCc2cc(OC)c(C)cc2OC)c(OC)cc1C,-1.2
Cc1cc(SCc2nnc(-c3ccc([N+](=O)[O-])c(C)c3)o2)c(C)cc1Cl,-1.7
C=Cn1cnc2c1c(=O)n(C)c(=O)n2C,0.67

Next results.
molecule,Dicer inh
CCOC(=O)N/N=C/c1cccc2ccccc12,-0.13
Nc1cccc(-c2nc3ccc(N)cc3s2)c1,1.7
Cc1cccc(C)c1NC(=S)N(CCC#N)C(C)C,0.95
CCOC(=O)/C(C#N)=C/N=C(N/N=C/c1c(Cl)cccc1Cl)SC,-1.2
c1ccc(-c2cc(N3CCOCC3)n[nH]2)cc1,-5.7
CCc1ccnc(NC(=O)Nc2ccc(C)c(Cl)c2)c1,-0.36
COc1ccc(-c2c(C)oc3cc(OC)ccc23)cc1,0.14
Oc1ccc2ncccc2c1C(Nc1ccccn1)c1ccccc1F (configuration not stated),1.4

Carrying on.
molecule,Dicer inh
OCCCNc1ncnc2c1oc1ccccc12,0.01
O=C(NCCN1CCOCC1)C1CC(c2ccc(Cl)cc2)=NO1 (configuration not stated),0.87
CN(C)/C=N/S(=O)(=O)c1ccc(-n2nc(C(F)(F)F)cc2-c2cccs2)cc1,-3.1
O=S(=O)(NCc1ccc(C(F)(F)F)cc1)c1c(Cl)cc(C(F)(F)F)cc1Cl,-1.4
COc1ccc(-c2nc3n(n2)C(c2ccc(Cl)cc2)C2=C(CC(C)(C)CC2=O)N3)cc1 (configuration not stated),1.8
O=C1NC2(c3ccccc3)NC(=O)NC2(c2ccccc2)N1 (configuration not stated),-0.02
Cc1ccc(NC(=O)N2CCNC2=O)c(C)c1,-0.89
CCn1c(C(=O)OC)cc(=O)c2cc(OC)ccc21,-1.1

More entries.
molecule,Dicer inh
CC(C)(C)c1ccc(-c2nc(NCc3cccnc3)c3ccccc3n2)cc1,-1.3
Fc1ccc(CN2CCN(Cc3c[nH]c4ccccc34)CC2)cc1,0.75
Cc1nc(-n2cccc2)sc1C(=O)N/N=C/c1ccccc1Cl,-0.93
C=CCN(c1ccccc1C1=N/C(=C\c2ccccc2Cl)C(=O)O1)S(=O)(=O)c1ccc(C)cc1,0.42
COc1cc(Br)c(C[N+]2(CCOCCC3CC[C@H]4C[C@@H]3C4(C)C)CCOCC2)cc1OC (some centres not stated),0.18
CC(C)OCCCNc1nc2c([nH]1)c(=O)n(C)c(=O)n2C,0.67
O=C(O)c1ccc2c(=O)n3c4ccc(Cl)cc4nc3c3ccc(C(=O)O)c1c23,0.93
Cc1ccc(-c2nc3ccccc3[nH]c2=O)cc1,1.2

4 compounds drawn at random from those above, as already listed:
molecule,Dicer inh
Fc1ccc(CN2CCN(Cc3c[nH]c4ccccc34)CC2)cc1,0.75
CC(C)(C)c1ccc(-c2nc(NCc3cccnc3)c3ccccc3n2)cc1,-1.3
O=C(O)c1ccc2c(=O)n3c4ccc(Cl)cc4nc3c3ccc(C(=O)O)c1c23,0.93
Cc1ccc(-c2nc3ccccc3[nH]c2=O)cc1,1.2

Further structures.
molecule,Dicer inh
C#CC(C)(C)NC(=O)c1ccc(C(C)(C)C)cc1,-0.27
N#Cc1c(NCCO)ccc([N+](=O)[O-])c1NCCO,-0.14
O=C(c1cn(CC(=O)N2CCCC2)c2ccccc12)C1CCCCC1,1
O=[N+]([O-])c1ccc2nc(SCc3c(Cl)cccc3Cl)sc2c1,0.05
Cn1nc2c3ccccc3n(CC(=O)c3ccc(Br)cc3)c2nc1=S,-1.2
O=c1c2ccccc2sc2ccc(C(F)(F)F)cc12,-0.22
CCOC(=O)c1c(SC)nc2ccc(Cl)cc2c1N1CCN(C)CC1,0.85
CCCOC(=O)C1=C(C)NC2=C(C(=O)CC(C)(C)C2)C1c1ccc(SC)cc1 (configuration not stated),1.6

The list goes on.
molecule,Dicer inh
CSC1=NC=C(C#N)C2=NC(c3c(F)cccc3Cl)NN12 (configuration not stated),-0.41
O=C(CN1CCCc2ccccc21)N1CCCc2ccccc21,-0.52
CN(C)/C=C/C(=O)c1ccc(C(F)(F)F)cc1,0.95
CC12CCC(c3c(C(F)(F)F)n[nH]c31)C2(C)C (configuration not stated),0.43
Cc1cc(=O)oc2cc(NS(=O)(=O)c3cccs3)ccc12,-1.8
CN(C)CC[C@@H](c1ccc(Br)cc1)c1ccccn1,-1.6
O=[N+]([O-])c1ccc(S(=O)(=O)c2ccccc2)cc1OS(=O)(=O)c1ccc(Cl)cc1,0.46
CC(C)NC[C@H](O)COc1cccc2ccccc12,-1

Further structures follow:
molecule,Dicer inh
O=c1nc(/C=C/c2cccc(Oc3ccccc3)c2)cc(C(F)(F)F)[nH]1,1.7
Cn1nc(C(C)(C)C)c(NC(=O)c2ccc(F)cc2)c1C(C)(C)C,2.3
NC(=S)N/N=C/Cc1nnnn1-c1ccc(-c2ccccc2)cc1,3.2*
CN1CCN(CCCN2c3ccccc3Sc3ccc(C(F)(F)F)cc32)CC1,-0.63
c1ccc2c(c1)NC(c1ccc3c(c1)CCO3)n1cccc1-2 (configuration not stated),3.4*
O=S(=O)(c1ccc(NC(=S)NC2CCCCC2)cc1)N1CCCCC1,0.42
CC(C)COc1ccc(S(=O)(=O)n2cc(F)c(=O)[nH]c2=O)cc1,-0.87
O=C(NC(=S)NCC1CC1)c1ccccc1,-0.16

The results go on:
molecule,Dicer inh
Cc1cc(C)nc(-n2ncc3c2CC(c2ccco2)CC3=O)n1 (configuration not stated),0.99
COc1ccc(-c2nc3ccc(C)cc3c(=O)o2)cc1OC,1.9
Nc1noc(Cc2c(Cl)cccc2Cl)n1,-1.9
Nc1ncnc(Nc2cc(C(F)(F)F)ccc2Cl)n1,1.6
CCOC(=O)c1[nH]c2ccc([N+](=O)[O-])cc2c1CCC(=O)O,0.9
Cc1c(C#N)c(SCc2ccc(Cl)cc2)nc2ccccc12,-0.77
N#C/C(=C\c1cccs1)C(=O)N1CCOCC1,0.52
Cc1ccc(S(=O)(=O)NNC2CS(=O)(=O)c3ccccc32)cc1 (configuration not stated),-0.12

The list continues.
molecule,Dicer inh
CCOCCOC(=O)C1=C(C)NC2=C(C(=O)CC(C)(C)C2)C1c1ccc(C)o1 (configuration not stated),0.17
Cc1nnsc1-c1n[nH]c(=S)n1C1CC1,-1.4
CC(C)NC(=O)NNc1c(Cl)cncc1Cl,-4.4
CCOC(=O)Cc1csc(NC(=O)CSc2nncn2C)n1,3.8
Cc1nnc2n1NC(c1ccc(Cl)cc1)C(C(=O)NCC(C)C)S2 (configuration not stated),-1.2
CCOCCOC(=O)C1=C(C)NC2=C(C(=O)CC(c3ccc(Cl)cc3)C2)C1c1ccc(F)cc1 (configuration not stated),4.2*
O=C(OCCOCCN=C1NS(=O)(=O)c2ccccc21)c1ccncc1,2
O=C1C(Oc2ccccc2)C(c2ccc3c(c2)OCO3)N1CCc1ccc(F)cc1 (configuration not stated),1.2

Next structures follow:
molecule,Dicer inh
COC(=O)C1C(c2ccc(Cl)cc2)C(C(=O)OC)S(=O)(=O)CS1(=O)=O (configuration not stated),-1.2
CCN(C(=O)c1ccccc1)c1cccc2ccccc12,-1.2
CCOC(=O)CN1C(=O)C2CC=C(Cl)CC2C1=O (configuration not stated),3.1*
CC1=C(C(N)=O)C(c2ccc(Cl)cc2)n2nnnc2N1 (configuration not stated),2
NC(=O)c1nnc2cc(-c3ccccc3)nn2c1N,-2.2
Cc1cc(C)nc(Nc2ccccc2Br)n1,0.53
CCS(=O)(=O)N1CCN(CC2CC=CCC2)CC1 (configuration not stated),3.7*
CC(=O)Nc1ccc2c(c1)OCCO2,0.05

Carrying on:
molecule,Dicer inh
CN1c2ccccc2C(=O)/C(=C\Nc2cc(C(F)(F)F)cc(C(F)(F)F)c2)S1(=O)=O,-2.4
COc1nc(-c2ccc(Cl)cc2)ccc1-c1noc(-c2cccs2)n1,0.75
CC1=CC(C)C(CN(C2CCCCC2)S(=O)(=O)c2ccc(N)cc2)C(C)C1 (configuration not stated),1.9
CCc1ccc2[nH]c(C)c(CN3CCN(C)CC3)c(=O)c2c1,1.5
NC(=O)c1nn2c(c1Br)NC(c1ccccc1)CC2C(F)(F)F (configuration not stated),3.8*
CC(C)c1nn2c(=O)c(NC(=O)c3ccc(Cl)cc3)cnc2s1,-0.2
Cc1cc(Oc2ccc(N)cn2)cc(C)c1Cl,0.38
CSc1scc2c1-c1nn(C(=O)c3cccc(C(F)(F)F)c3)cc1CC2,-1.4
